Compound activity (PubChem BioAssay)
Glioma ERSR ind: inducers of ER stress response in human glioma cells; 420,000 tested, 0.02% active; U87-MG GRP78 promoter luciferase reporter, 16 h; Potency, µM, inactives show top-dose activation, usual class: activators; further: potency means the concentration at half of the fitted maximal effect; series mostly up to about 76 µM; % of control where 0% means no effect; nearly all actives have a fitted effect of over 35% in size
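Stably transfected U87-MG glioma cells carrying a GRP78-based luciferase sensor; 16 h compound incubation. Luminescence end-point read 10 min after Bright-Glo addition at room temperature.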
RXFP1 agonist: activates the human relaxin receptor RXFP1 | Q9HBX9 | HEK293T-RXFP1 cAMP TR-FRET, 30 min; response scale: percent of porcine relaxin response, buffer zero | Potency, µM (top dose mostly 57.5 µM), for the others: top-dose activation, usual class: activators | 370,000 tested, 0.3% active | AID 2676; further: potency means the concentration at half of the fitted maximal effect; on the % scale 0 is the no-effect control and ±100 the full control effect; nearly all actives have a fitted effect of over 60% in size; many of its hits are not listed in these tables
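cAMP rise read by TR-FRET after 30 min, 37C compound exposure (up to 58 uM) in RXFP1-transfected HEK293 cells with Ro 20174 present. EC50 from Hill-equation fits, with 29 nM porcine relaxin as 100% and buffer as basal.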
D2 potentiator: positively modulates the human D2 dopamine receptor allosterically | P14416 | HEK293 T-REx D2, calcium flux, EC20 dopamine potentiation | potentiation, % at 10 µM | 340,000 tested, 0.34% active | AID 485347;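 active means potentiation over 3 SD above the plate norm, cut at about 30% in these data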; further: 0% is about no effect
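Potentiation of an EC20 dopamine calcium response is measured in a force-coupled, tetracycline-inducible Hek293 Trex D2 line. Compound-only kinetic reads over 180 s flag agonists before dopamine addition.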
D1 PAM: enhances dopamine response at the human D1 receptor; P21728; HEK293 TREx D1 cells, calcium flux, dopamine EC20 potentiation; potentiation, % at 10 µM; 360,000 tested, 0.036% active; in the data active means potentiation above about 30%; further: 0% is about no effect
Target sequence (P21728 whole entry, looked up): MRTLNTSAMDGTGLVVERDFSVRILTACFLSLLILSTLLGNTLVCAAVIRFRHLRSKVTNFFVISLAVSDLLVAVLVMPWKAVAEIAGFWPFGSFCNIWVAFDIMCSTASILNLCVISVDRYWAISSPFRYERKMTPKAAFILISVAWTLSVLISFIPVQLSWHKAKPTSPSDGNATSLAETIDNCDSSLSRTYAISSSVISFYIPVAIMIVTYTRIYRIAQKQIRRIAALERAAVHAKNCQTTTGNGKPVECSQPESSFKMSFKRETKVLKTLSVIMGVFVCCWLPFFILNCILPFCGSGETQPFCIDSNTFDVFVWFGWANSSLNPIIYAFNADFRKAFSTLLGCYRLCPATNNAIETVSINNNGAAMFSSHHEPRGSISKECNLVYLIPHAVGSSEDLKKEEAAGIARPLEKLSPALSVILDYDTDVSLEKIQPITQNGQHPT
D1 antagonist: antagonists of human D1 dopamine receptor | HEK293 TREx D1 cells, calcium flux, dopamine EC80; stronger effect = lower value | 360,000 tested, 3.2% active | activity change, negative = inhibition, % at 10 µM | P21728; in the data active means activity change below about -30%; further: on the % scale 0 is the no-effect control and ±100 the full control effect
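Tetracycline-induced HEK293 Trex D1 cells, force-coupled to calcium, dye-loaded; compounds added and read 180 s, then EC80 dopamine added and calcium flux tracked kinetically another 180 s.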
RXFP1 antag: blocks the human relaxin receptor RXFP1. Q9HBX9. HEK293-RXFP1, relaxin-stimulated cAMP HTRF, 30 min; stronger effect = lower value. activity change, negative = inhibition, % at 57.5 µM. 350,000 tested, 0.59% active;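 active means activity change of -60% or lower, but not beyond a set lower limit; inconclusive means change between -60% and -40%, or beyond the set limit; inactive means change above -40%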; further: on the % scale 0 is the no-effect control and ±100 the full control effect
Vif-A3F inh: Vif-A3F binding inhibition | HeLa A3F-eYFP + Vif (tagged APOBEC3F with the HIV-1 protein that degrades it), YFP fluorescence increase | AID 602313 | 390,000 tested, 0.2% active | Potency, µM (doses to about 46.1 µM), for inactives: top-dose activity, negative = active; further: potency means the concentration at half of the fitted maximal effect; % of control where 0% means no effect; nearly all actives have a fitted effect of over 65% in size
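Fluorescence increase (Ex 488/Em 500-530) after overnight compound treatment at 37 deg C flags inhibition of Vif-driven A3F-eYFP loss in stable HeLa A3F-eYFP/Vif cells seeded overnight beforehand.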
Vif-A3G inh: Vif-A3G binding inhibition | Q9HC16 | HeLa A3G-eYFP + Vif (tagged APOBEC3G with the HIV-1 protein that degrades it), YFP fluorescence, overnight | Potency, µM (top dose mostly 46.1 µM), for the others: top-dose activity, negative = active, most hits filed as inhibitors | 410,000 tested, 0.076% active | AID 602310;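 further: potency means the concentration at half of the fitted maximal effect; on the % scale 0 is the no-effect control and ±100 the full control effect; nearly all actives have a fitted effect of over 60% in size; hits raise eYFP signal because A3G escapes Vif-driven loss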
Target sequence (Q9HC16 whole entry, looked up): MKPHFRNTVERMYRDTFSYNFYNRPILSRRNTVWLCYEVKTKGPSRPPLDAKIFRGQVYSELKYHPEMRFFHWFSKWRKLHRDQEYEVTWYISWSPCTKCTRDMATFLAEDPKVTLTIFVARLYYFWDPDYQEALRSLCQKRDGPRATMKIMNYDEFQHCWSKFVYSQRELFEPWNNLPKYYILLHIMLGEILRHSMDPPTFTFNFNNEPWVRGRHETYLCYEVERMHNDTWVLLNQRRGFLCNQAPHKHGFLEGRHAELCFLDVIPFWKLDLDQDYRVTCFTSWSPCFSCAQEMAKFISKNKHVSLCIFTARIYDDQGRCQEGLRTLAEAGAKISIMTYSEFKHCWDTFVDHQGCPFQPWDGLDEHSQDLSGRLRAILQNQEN
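Read-out is eYFP fluorescence (Ex 488/Em 500-530) from Vif-expressing HeLa A3G-eYFP cells; more signal means A3G escaped Vif-mediated degradation. Cells plated overnight, compound pinned in, incubated overnight at 37 deg C.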
D1 ag: activates the human D1 dopamine receptor. P21728. AID 504660. activation, % at 2 µM. HEK293 T-REx D1 cells, calcium flux, agonist mode. 360,000 tested, 1% active; in the data active means activation above about 30%; further: 0% is about no effect
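Agonism was scored from calcium flux recorded over 180 s (1 read/s) after pintool compound addition, following a 10-cycle baseline. Cells were inducible force-coupled HEK293 TREx D1, plated overnight at 30 C and loaded with no-wash calcium dye.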
* marks the source's active call; other numbers are inactive results; ? = inconclusive; · = not tested or not shown. Unless noted, the call rests on the fitted dose curve; in most records, active means well fitted curve in the direction sought with a large enough effect; inconclusive means small, poorly fitted or top-dose-only effect, or another doubt; inactive means no such curve, though single readings can be large; an effect the other way counts as inactive or inconclusive. An excerpt; count on the stated rates, not on these rows.

SMILES | Glioma ERSR ind | RXFP1 agonist | D2 potentiator | D1 PAM | D1 antagonist | RXFP1 antag | Vif-A3F inh | Vif-A3G inh | D1 ag
CCOc1ccc(N/C=C/C(=O)c2ccccc2)cc1 | -9% | 0.3% | 12 | -1 | -17 | -4 | -9% | 0% | 3
O=C(CN1C(=O)c2ccccc2C1=O)Nc1ccccc1N1CCOCC1 | 0% | 1.5% | -1 | -7 | -1 | -16 | -3% | 0% | 3
COC(=O)c1cc(OC)c(OC)cc1NC(=O)c1cccc(C)c1 | -3% | 0.2% | 6 | 5 | 6 | 6 | 2% | -3% | 1
O=C(COC(=O)c1ccccn1)Nc1nc(-c2cccc([N+](=O)[O-])c2)cs1 | 5% | -2.8% | -3 | -2 | -4 | -23 | -21% | -2% | 3
COc1ccc(-c2coc3cc(OC(C)=O)ccc3c2=S)cc1 | 3% | · | · | · | · | 2 | 1% | -5% | ·
Brc1ccc(COn2ccnc2)cc1 | -1% | -1.4% | 6 | 6 | 4 | 7 | 15% | 0% | 0
COc1ccccc1-n1cnc2cc(C(=O)N3CCOCC3)ccc21 | 1% | -0.6% | -10 | 0 | 12 | 17 | 8% | -7% | 1
CSc1nc2sc3c(c2c(=O)n1-c1ccccc1)CCC(C(C)(C)C)C3 (stereo not drawn) | -6% | 2.1% | -7 | 2 | -3 | · | 1% | 2% | 3
Cc1cccc(-c2noc(-c3cc(-c4ccc(F)cc4)n[nH]3)n2)c1 | -4% | -0.6% | 1 | 2 | 4 | 0 | -10% | 3% | 4
CCc1ccc(N(CC(=O)NC(C)(C)CC)C(=O)CCC(=O)Nc2nccs2)cc1 | -6% | 1.4% | -10 | 4 | 0 | -16 | 2% | -3% | 3

Compound profiles, from the list above. Order of screens: Glioma ERSR ind | RXFP1 agonist | D2 potentiator | D1 PAM | D1 antagonist | RXFP1 antag | Vif-A3F inh | Vif-A3G inh | D1 ag
`CSc1nc2sc3c(c2c(=O)n1-c1ccccc1)CCC(C(C)(C)C)C3` (stereo not drawn) in the list: -6% | 2.1% | -7 | 2 | -3 | · | 1% | 2% | 3
`CCOc1ccc(N/C=C/C(=O)c2ccccc2)cc1` in the list: -9% | 0.3% | 12 | -1 | -17 | -4 | -9% | 0% | 3

(continued)
SMILES | Glioma ERSR ind | RXFP1 agonist | D2 potentiator | D1 PAM | D1 antagonist | RXFP1 antag | Vif-A3F inh | Vif-A3G inh | D1 ag
CC(C)(C)C1CCc2c(sc(NC(=O)c3cc(-c4ccc(F)cc4)on3)c2C#N)C1 (stereo not drawn) | -1% | 1.1% | 0 | 1 | 3 | · | 1% | 3% | 2
N#Cc1ccc(-c2cccnc2)nc1SCC(=O)Nc1sc2c(c1C#N)CCC2 | 0% | 0.5% | -6 | -3 | 7 | 20 | -11% | ? | 1
COc1ccc(C(C)C)cc1S(=O)(=O)NCCc1c(C)[nH]c2c(Cl)cccc12 | · | -1.2% | 10 | -3 | -9 | 4 | · | · | 1
CC(C)(C)n1nnnc1C(c1ccccc1F)N(Cc1ccco1)CC1CCCO1 (stereo not drawn) | -4% | 2.3% | 1 | 4 | 14 | -13 | 2% | 0% | 5
COc1ccc(CCn2nnc(-c3ccc(NC(C)=O)c(Cl)c3)n2)cc1 | -3% | -0.7% | -8 | -4 | -3 | 2 | -1% | -6% | 3
CC(=O)OC1CCC2(C)C(=CCC3C4CC(=O)N(O)C(=O)C4(C)CCC32)C1 (stereo not drawn) | -3% | · | · | · | · | -16 | 2% | -15% | ·
Cn1c(Cc2ccccc2)nnc1SCC(=O)Nc1ccc(N2CCOCC2)cc1 | 5% | -1.1% | 1 | -4 | -8 | 3 | 3% | 0% | 1
Cc1cc(C)c(S(=O)(=O)c2cc(F)ccc2C)c(Cl)n1 | -9% | 3.9% | 3 | -5 | 10 | 21 | 14% | -1% | 2
COc1ccc(CCC(=O)NNC(=O)Nc2ccc(C(C)=O)cc2)cc1 | -3% | 0.4% | -3 | -1 | 23 | 5 | 7% | 4% | 7
Cc1nnc(SCC(=O)Nc2ncc3c(n2)CCCC3=O)s1 | -3% | 0.7% | 0 | -6 | -28 | -9 | -1% | -1% | 0
O=C(CSc1nnc(CNC(=O)c2cccs2)o1)c1ccccc1 | 0% | -0.3% | -4 | -2 | 4 | 2 | · | 0% | 1
O=C(CSc1nnc(Cc2ccccc2)n1-c1cccc(Cl)c1)N1CCOCC1 | -3% | 3.7% | 11 | 0 | 11 | 3 | -1% | 0% | 3
O=C(O)CC(=O)Nc1cc(Cl)ccc1O | -2% | 2.0% | -11 | -2 | 1 | 12 | 0% | 0% | 0
Fc1ccc(C2CC(c3ccco3)n3ncnc3N2)cc1 (stereo not drawn) | -2% | -3.2% | -7 | -1 | 0 | · | -15% | 0% | 0
O=C(Cn1sc2ccccc2c1=O)NC12CC3CC(CC(C3)C1)C2 | -6% | 0.6% | 14 | -2 | 1 | -37 | 1% | -1% | 17
N#CCC(=O)Nc1ccccc1C(=O)O | 4% | 2.6% | -4 | -2 | -3 | -2 | -1% | 1% | 0
O=Cc1cccn1-c1cccnc1 | 5% | 0.0% | 0 | -4 | -7 | -15 | -4% | 2% | 0
COc1ccc(C(CC(=O)Nc2cc(Cl)c(OC)cc2OC)N2Cc3ccccc3C2=O)cc1 (stereo not drawn) | -1% | 1.2% | -2 | 0 | 2 | 15 | -3% | 4% | 5
N#CC(CCc1ccccn1)c1ccccc1 (stereo not drawn) | 3% | · | · | · | · | -1 | 0% | -1% | ·
COc1ccc(C(C(=O)NC2CCCCC2)N(C(=O)CCl)c2ccccc2Cl)cc1 (stereo not drawn) | -4% | 3.8% | 9 | 4 | 5 | 6 | 5% | -1% | 2
Cc1ccccc1NC(=O)C1CCCN(S(=O)(=O)c2ccc3c(c2)C(C)(C)C(=O)N3C)C1 (stereo not drawn) | -4% | -0.4% | -10 | -5 | -14 | · | 0% | 3% | 0
CCc1cccc(C)c1NC(=O)COC(=O)CC1CCCC1 | 0% | 1.2% | -1 | -8 | -7 | 3 | 4% | 0% | 1
CN(C)c1ccc(/C=N/NC(=O)c2ccc(CN3C(=O)c4cccc5cccc3c45)cc2)cc1 | · | 0.2% | 3 | -5 | -7 | · | · | · | 7
Cc1c(Cl)cccc1N/C(=N/S(=O)(=O)c1cccs1)c1ccccc1 | 4% | -0.4% | -7 | 1 | 1 | -16 | 17% | 0% | 0
CCCn1c(N)c(C(=O)COC(=O)c2c(C)noc2C)c(=O)n(C)c1=O | -6% | ? | 5 | 0 | -7 | 14 | -5% | 2% | 8
CCOc1ccc(CC(=O)Nc2c(C(=O)c3ccccc3)oc3ccc(OC)cc23)cc1OCC | 0% | -0.7% | -4 | -4 | -9 | · | -2% | -4% | 0
COc1cc2c(cc1OC)C(c1ccccc1O)N(C1CC(=O)N(c3ccccc3)C1=O)CC2 (stereo not drawn) | -3% | -0.3% | 3 | -6 | -17 | 5 | -5% | -5% | 0
Cc1ccc(OCC(=O)Nc2ccc([N+](=O)[O-])cn2)cc1C | 1% | · | · | · | · | 0 | 3% | -1% | ·
COc1ccc(-c2nc(CS(=O)CC(=O)NCCC3=CCCCC3)c(C)o2)cc1 (stereo not drawn) | 3% | 0.5% | -3 | -7 | -19 | -5 | 4% | -1% | 0
O=C1CSC(c2ccccc2F)N1CCN1CCCCC1 (stereo not drawn) | -2% | 0.1% | -26 | 1 | 3 | -3 | -2% | 0% | 0

Ordered by value in Vif-A3G inh (largest number first): some entries from above.
canonical_smiles | Vif-A3G inh
Cc1c(Cl)cccc1N/C(=N/S(=O)(=O)c1cccs1)c1ccccc1 | 0%
Cc1ccc(OCC(=O)Nc2ccc([N+](=O)[O-])cn2)cc1C | -1%
CCOc1ccc(CC(=O)Nc2c(C(=O)c3ccccc3)oc3ccc(OC)cc23)cc1OCC | -4%

The list continues.
SMILES | Glioma ERSR ind | RXFP1 agonist | D2 potentiator | D1 PAM | D1 antagonist | RXFP1 antag | Vif-A3F inh | Vif-A3G inh | D1 ag
Cc1cccc(CN2CCc3c([nH]c4ccccc34)C2CC(C)C)n1 (stereo not drawn) | 1% | 1.2% | 0 | -2 | 10 | -9 | -2% | -7% | 3
CCOc1ccc(C2=CC(c3cccc(Br)c3)n3c(nc4ccccc43)N2)cc1Cl (stereo not drawn) | 2% | 0.3% | -1 | -5 | 4 | -10 | -18% | -12% | 13
N=C1C(c2ccccc2)=C(O)CN1c1cccc(S(=O)(=O)N2CCCCC2)c1 | -3% | 4.3% | -3 | 8 | 18 | 9 | -4% | -1% | 3
CCNC(=O)/N=C1/NC(=O)C(C(C)C)O1 (stereo not drawn) | -1% | 2.0% | 1 | 0 | -19 | -19 | 1% | 2% | 2
COc1ccc(Nc2nc3ccccc3n3c(N)nnc23)cc1 | 2% | 4.9% | 5 | -1 | 8 | -8 | ? | -6% | 1
Cc1ccc(/C(=N\O)c2oc3c(C)c4oc(=O)cc(C)c4cc3c2C)cc1 | -6% | 2.7% | 10 | -8 | -7 | 4 | -5% | -1% | -3
Cc1c(Cl)cccc1N1C(=O)CC(NNC(=O)c2cccnc2)C1=O (stereo not drawn) | -7% | -1.0% | -2 | 1 | -16 | -10 | 2% | 3% | 2

A draw from above in order of formula weight, ascending.
SMILES | Glioma ERSR ind | RXFP1 agonist | D2 potentiator | D1 PAM | D1 antagonist | RXFP1 antag | Vif-A3F inh | Vif-A3G inh | D1 ag
CCNC(=O)/N=C1/NC(=O)C(C(C)C)O1 (stereo not drawn) | -1% | 2.0% | 1 | 0 | -19 | -19 | 1% | 2% | 2
Cc1cccc(CN2CCc3c([nH]c4ccccc34)C2CC(C)C)n1 (stereo not drawn) | 1% | 1.2% | 0 | -2 | 10 | -9 | -2% | -7% | 3
N=C1C(c2ccccc2)=C(O)CN1c1cccc(S(=O)(=O)N2CCCCC2)c1 | -3% | 4.3% | -3 | 8 | 18 | 9 | -4% | -1% | 3
